# esBAF inh – SWI/SNF esBAF complex inhibition; mouse ES cells, Bmi1-luciferase knock-in reporter, 24 h; 100% = twice the neutral-well signal; reporter increase, % at 12.5 µM; actives 2% (n = 350,000); in the data active = activation above about 40%;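 also: 0% = median of the plate's neutral control wells and 100% = double that signal; a rise in the Bmi1 reporter signal indicates esBAF inhibition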
# ARNT TACC3 PPI – disrupts binding between human ARNT and TACC3. actives 0.66% (n = 390,000). Q9Y6A5. AlphaScreen His-ARNT PAS-B/GST-TACC3 binding, luminescence; TACC3 fragment carries E629A point mutation. AID 623870. inhibition, % at 9.99 µM;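 active = mean inhibition of replicates at least 50% and at least half of replicates each reaching 50%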;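 also: 0% = complete ARNT plus TACC3 wells and 100% = ARNT alone without TACC3; many hits fall short of the cut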
# RAD52 anneal inh – blocks human RAD52 DNA annealing | P43351 | recombinant RAD52 DNA annealing, FRET fluorescence | inhibition, % at 18.7 µM | actives 0.46% (n = 360,000) | AID 651710;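 active = every replicate showing at least 50% inhibition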
# E-sel inducer – induces E-selectin expression in human endothelial cells. activation, % at 7.58 µM. actives 0.37% (n = 260,000). AID 686992. HUVEC E-selectin immunofluorescence imaging; normalized: neutral wells 0, TNF-alpha wells 100. P16581;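 active = mean E-selectin-positive cell signal at least 10% of the positive control, reached in at least 60% of replicates, without over 20% cell loss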;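 also: in these data hits start at about 27%; measured in HUVEC primary endothelial cells; signal is the percent of cells scored E-selectin positive by PE staining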
#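 Test system: HUVEC | Signal: Immunofluorescence imaging | Read-out: Percent E-selectin-positive cells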
# ERp5 block – ERp5 (human) disulfide isomerase inhibition; actives 0.05% (n = 350,000); ERp5 insulin aggregation, absorbance 650 nm, 90 min; inhibition, % at 9.99 µM; Q15084;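 active = mean replicate inhibition above about 25%, with every replicate also reaching it, limit read from the data, passing the limit was not always enough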
# Target sequence (Q15084 whole entry, looked up): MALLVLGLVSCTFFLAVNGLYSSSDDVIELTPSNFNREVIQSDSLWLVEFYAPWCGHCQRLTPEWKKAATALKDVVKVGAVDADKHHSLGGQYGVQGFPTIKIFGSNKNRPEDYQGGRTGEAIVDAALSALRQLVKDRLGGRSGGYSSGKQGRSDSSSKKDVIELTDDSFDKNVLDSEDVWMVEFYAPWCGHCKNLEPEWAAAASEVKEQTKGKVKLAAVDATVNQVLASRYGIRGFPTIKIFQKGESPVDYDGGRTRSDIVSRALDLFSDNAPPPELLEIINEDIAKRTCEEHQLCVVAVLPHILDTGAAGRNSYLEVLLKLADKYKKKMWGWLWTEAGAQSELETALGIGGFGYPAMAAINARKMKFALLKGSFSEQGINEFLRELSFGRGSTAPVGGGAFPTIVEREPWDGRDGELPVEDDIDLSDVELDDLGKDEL
# CASP6 VEID inh – blocks human caspase-6 cleavage activity; AID 686996; P55212; actives 0.53% (n = 350,000); purified caspase-6, Z-VEID-R110 cleavage fluorescence; inhibition, % at 12.5 µM;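 active = mean inhibition across replicates at least about 35%, with every replicate also reaching that limit, limit read from the data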;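 also: 0% = median of neutral control wells and 100% = no fluorescence left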
# Target sequence (P55212 24-179 limits assumed): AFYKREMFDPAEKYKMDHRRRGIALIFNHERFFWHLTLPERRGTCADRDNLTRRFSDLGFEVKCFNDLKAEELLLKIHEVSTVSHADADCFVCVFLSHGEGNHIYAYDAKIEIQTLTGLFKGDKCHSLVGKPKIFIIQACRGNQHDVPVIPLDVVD
# Target sequence (P55212 194-293 limits assumed): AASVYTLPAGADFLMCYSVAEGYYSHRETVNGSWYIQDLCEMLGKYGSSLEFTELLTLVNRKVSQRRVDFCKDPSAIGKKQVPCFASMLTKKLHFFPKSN
# RAD54 inh – blocks human RAD54 Holliday junction branch migration; FAM/BHQ fluorescence; Q92698; inhibition, % at 10.4 µM; actives 0.14% (n = 360,000); AID 602329;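 active = mean normalized replicate activity at least 40 and at least half of replicates scoring 40 or more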;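 also: 0% = median of neutral control wells and 100% = median of positive control wells; inhibitors cause a drop in the FAM fluorescence signal; in these data hits start at about 50%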
# PglD inh – PglD (C. jejuni) enzyme inhibition | inhibition, % at 12.5 µM | actives 0.098% (n = 360,000) | purified PglD enzyme, DTNB colorimetric CoA detection; in the data active = inhibition above about 16%, passing the limit was not always enough; also: strong numbers were not always called active
# * marks the source's active call; other numbers are inactive results; nt = not tested or not shown; & = joins results of further samples.
SMILES,esBAF inh,ARNT TACC3 PPI,RAD52 anneal inh,E-sel inducer,ERp5 block,CASP6 VEID inh,RAD54 inh,PglD inh
C[C@H](CO)N1C[C@H](C)[C@@H](CN(C)S(=O)(=O)c2cn(C)cn2)Oc2cc(C3=CCCC3)ccc2S1(=O)=O,2,-1,12,0.7,4,-1,4,6
O=C1CC(N2CCN(c3ccc(C(=O)c4ccc(F)cc4)cc3)CC2)C(=O)N1 (centres undefined),9,15,nt,nt,nt,nt,-7,1
C[C@@H]1CN([C@H](C)CO)C(=O)c2cc(NS(=O)(=O)c3ccccc3)ccc2O[C@@H]1CN(C)C(=O)Nc1ccc2c(c1)OCO2,8,-2,-3,-0.1,-5,1,-2,-1
CCC(C)Sc1nnc(CNS(=O)(=O)c2ccc(F)cc2)n1C (centres undefined),-4,-8,-14,0.3,3,0,-1,1
O=C(C=Cc1ccc2c(c1)OCO2)C1CC1,6,nt,-16,-0.2,-2,-1,-6,1
COCCCNC(=O)c1ccc(-c2nc3ccccc3nc2-c2ccccc2)cc1,nt,nt,-11,nt,-3,-2,4,0
COc1ccc2[nH]c(=O)c(CN(Cc3cccs3)Cc3nnnn3Cc3ccccc3)cc2c1,11,1,nt,nt,nt,nt,1,0
O=C(NNC(=O)C1CCN(Cc2ccc(Cl)c(Cl)c2)CC1)c1cccs1,-7,nt,-10,nt,-1,0,-10,0
CN1C(=O)c2cc(NC(=O)c3cccc(C(F)(F)F)c3)ccc2OC[C@H]2O[C@@H](CC(=O)O)CC[C@H]21,0,-7,10,-0.1,2,1,0,7
Cc1ccc(CSCC(=O)N(C)CC(=O)Nc2ccc(Br)cc2C)cc1,-3,-2,-5,-0.2,-5,-1,3,6
O=C(CSc1ccc(Br)cc1)Nc1cccc(S(=O)(=O)N2CCOCC2)c1,-2,5,-8,nt,1,1,4,1
CC1(C)CC(N2CCOCC2)=CC(=[N+]2CCOCC2)C1,nt,-2,0,nt,5,-1,-5,3
COc1ccc(C(C)=O)c(OCC(=O)NCCC2=CCCCC2)c1,-2,nt,-8,0.0,2,0,0,2
N#Cc1c(-c2ccccc2)nc(-c2ccccc2)[nH]c1=O,-10,-1,nt,nt,nt,nt,-1,-1
CC(C)=CCN1CCN(Cc2cc(C(C)C)n[nH]2)CC1CCO (centres undefined),-1,-4,2,0.2,2,-3,nt,-2
C[C@@H]1ON(C)[C@H]2C[C@H]3c4[nH]c5cccc(-c6ccccc6)c5c4CCN3C[C@@H]12,nt,nt,-18,0.3,-2,-1,nt,nt
COCCNc1nc(Oc2ccc(NC(C)=O)cc2)c2sc(-c3ccccc3)cc2n1,nt,nt,-7,-0.1,1,-1,5,3
C[C@@H]1CCCCO[C@@H](CN(C)S(=O)(=O)c2ccc(Cl)cc2)[C@@H](C)CN([C@H](C)CO)C(=O)c2cc(N(C)C)ccc2O1,-3&10&1,-2&-1,5&-13&3,-0.2&-0.1,4&-4&-2,2&5&-3,-3&8&-1,5&-9&-3
COc1ccc2[nH]c(=O)c(C(c3nnnn3CC3CCCO3)N3CCCCC3)cc2c1 (centres undefined),nt,-9,-6,nt,5,1,nt,nt
COc1cccc(C2N(c3cccc(Cl)c3)C(=O)C3CCCN32)c1OC (centres undefined),0,-13,-5,0.0,-2,-2,-11,3
Cc1[nH]c2ccccc2c1C(=O)c1c(N)[nH]c(C(=O)c2ccccc2)c1-c1ccc(Cl)cc1,nt,nt,-8,0.1,3,-5,nt,nt
CCOc1ccccc1-n1nnnc1SCC(=O)NC(=O)NCc1ccco1,5,-2,nt,0.2,nt,nt,-9,-2
CCN1C(=O)c2cccc3c(S(=O)(=O)NCCCN4CCOCC4)ccc1c23,-4,-5,nt,nt,nt,nt,4,0
O=C(C1CCCC1)N1CC(=O)N2[C@H](CO)[C@@H](c3ccc(C#CC4CCCC4)cc3)[C@H]2C1,nt,nt,-14,-0.3,2,-2,nt,nt
NCCc1nnc(SCc2ccccc2Cl)o1,nt,-5,-10,1.4,0,1,-5,-9

# Compounds shown so far with fluorine, in the order listed:
SMILES,esBAF inh,ARNT TACC3 PPI,RAD52 anneal inh,E-sel inducer,ERp5 block,CASP6 VEID inh,RAD54 inh,PglD inh
O=C1CC(N2CCN(c3ccc(C(=O)c4ccc(F)cc4)cc3)CC2)C(=O)N1 (centres undefined),9,15,nt,nt,nt,nt,-7,1
CCC(C)Sc1nnc(CNS(=O)(=O)c2ccc(F)cc2)n1C (centres undefined),-4,-8,-14,0.3,3,0,-1,1
CN1C(=O)c2cc(NC(=O)c3cccc(C(F)(F)F)c3)ccc2OC[C@H]2O[C@@H](CC(=O)O)CC[C@H]21,0,-7,10,-0.1,2,1,0,7

# Additional records.
SMILES,esBAF inh,ARNT TACC3 PPI,RAD52 anneal inh,E-sel inducer,ERp5 block,CASP6 VEID inh,RAD54 inh,PglD inh
COCCNS(=O)(=O)c1ccc(OCC(=O)N2CCc3ccccc3C2)c(Cl)c1,3,-2,-16,nt,3,4,-6,-4
O=C(CCS(=O)(=O)c1ccccc1Cl)Nc1ccc(S(=O)(=O)Nc2ncccn2)cc1,-7,0,-27,3.6,1,0,1,-3
COCCN(C(=O)COC(=O)CCC(=O)c1cccs1)c1c(N)n(Cc2ccccc2)c(=O)[nH]c1=O,1,-12,-4,0.0,1,4,nt,nt
O=C(c1ccc(S(=O)(=O)Nc2ccccc2F)cc1)N1CCC1,nt,1,-6,-2.1,2,1,-2,-1
N#Cc1ccc(C2=CC(=O)C[C@H](c3ccc(Cl)cc3)C2)cc1,-1,-4,-10,0.7,3,-1,-2,-2
O=C(O)C[C@H]1C[C@@H]2c3cc(NC(=O)CC4CC4)ccc3O[C@@H]2[C@@H](CO)O1,-2,-4,-4,-0.2,-2,0,3,1
COc1cc(OC)c(C(=O)O/N=C(\N)c2ccc(C)cc2)cc1OC,0,8,-12,0.4,4,0,10,-4
COc1ccc2oc(=O)c(C(=O)NCc3ccco3)cc2c1,2,3,-13,11,-2,6,-5,10
O=C(C[C@H]1CC[C@H](NC(=O)Nc2cc(F)ccc2F)[C@@H](CO)O1)Nc1ccccc1,3,4,13,0.5,0,-9,1,-4
CCC(=O)N(Cc1cc2cc(C)c(C)cc2[nH]c1=O)C1CCCCC1,6,2,nt,nt,nt,nt,-6,2
COc1ccccc1NC(=O)Nc1nc(C(C)(C)C)cs1,nt,-2,-6,nt,-4,1,nt,nt
O=C(CSCc1ccccc1)N1CCN(c2ccccc2)CC1,nt,-7,-4,1.5,2,-2,nt,nt
COc1ccc(NC(=O)C(OC(=O)c2cnccn2)c2ccccc2)cc1Cl (centres undefined),7,1,-14,nt,-1,2,-7,-4
CCOC(=O)C1=C(C)NC(=S)NC1c1ccc(C)s1 (centres undefined),nt,1,-19,nt,3,1,3,1
NC(=O)C1CCN(C(=O)/C=C/c2ccccc2[N+](=O)[O-])CC1,nt,2,-1,0.1,0,0,nt,nt
C[C@@H]1CN([C@@H](C)CO)C(=O)c2cc(NS(=O)(=O)c3cn(C)cn3)ccc2O[C@H]1CN(C)Cc1ccc(Cl)c(Cl)c1,-1,-9,-2,-3.3,5,4,-5,7
O=C(CN1C(=O)NC2(CCCCCC2)C1=O)Nc1cccc(F)c1,-6,3,-13,-1.8,2,-1,-4,2
CCCc1c(-c2ccc(Cl)cc2)ncn1CCc1ccccc1OC,nt,nt,-13,0.3,-8,-3,nt,nt
O=S(=O)(c1ccc(F)cc1)N1CC2CCCN2c2ccc(C(F)(F)F)cc21 (centres undefined),2,1,nt,nt,nt,nt,-2,12
Cc1ccc(C(=O)NNC(=O)Cn2nnc3ccccc32)cc1,9,-16,-6,5.4,-2,0,0,8
O=C(CN1C(=O)NC2(CCCCCCC2)C1=O)N1CCN(C(=O)c2ccco2)CC1,3,-3,nt,nt,nt,nt,1,2
Cc1cc2nc(CCN(Cc3cccnc3)C(=S)Nc3ccc(F)cc3)[nH]c2cc1C,8,7,0,nt,-2,0,3,4
Cc1ccccc1S(=O)(=O)NCC[C@@H]1CC[C@@H](NC(=O)C2CCC2)[C@H](CO)O1,1,-8,-1,0.3,-4,0,-13,-4
CCN(C[C@@H]1[C@@H](c2ccccc2)[C@H](CO)N1C(C)=O)C(=O)NC1CCCC1,0,9,11,0.2,3,2,7,1
Cc1nnc(SCC2=C(C(=O)O)N3C(=O)C(NC(=O)Cn4nc(C(F)F)c(Cl)c4C)C3SC2)s1 (centres undefined),-3,nt,-21,nt,8,32,-1,8

# Next section.
SMILES,esBAF inh,ARNT TACC3 PPI,RAD52 anneal inh,E-sel inducer,ERp5 block,CASP6 VEID inh,RAD54 inh,PglD inh
CC[n+]1c(C=C2C=C(C)OC(C)=C2)sc2ccccc21,0,-4,59*,-0.5,1,nt,nt,nt
Cc1ccc(S(=O)(=O)Nc2ccc(S(=O)(=O)N3CCOCC3)cc2)cc1[N+](=O)[O-],-2,7,2,nt,3,0,-13,0
C[C@@H]1CN([C@H](C)CO)C(=O)c2cc(NS(=O)(=O)c3ccc(Cl)cc3)ccc2O[C@@H](C)CCCCO[C@@H]1CN(C)C(=O)C1CCCCC1,5,0,16,-0.1,-2,1,-3,-4
COc1ccc(CNC(=O)C2Cc3c(-c4ccccc4Oc4ccccc4)ccnc3O2)cc1OC (centres undefined),19,nt,-6,-0.2,-1,-3,-6,5
O=C(OCc1nnc(-c2ccccc2)o1)c1ccc2c(c1)C(=O)N(CCc1ccccc1)C2=O,-6,2,nt,nt,nt,nt,-6,-4
CC(C)(C)OC(=O)N1CCC[C@H]1c1nnc(SCC(=O)Nc2cccc(Cl)c2)o1,nt,-5,0,2.4,3,3,nt,nt
CC(NC(=O)c1ccccc1Br)c1nnc(SCC(=O)NC2=NCCS2)n1C (centres undefined),-5,-1,-15,nt,-6,-1,nt,nt
Cc1csc(SCC(=O)Nc2nccs2)n1,6,1,-2,nt,2,4,nt,nt
C[C@H](CO)N1C[C@H](C)[C@@H](CN(C)C(=O)Nc2cccc3ccccc23)Oc2c(NC(=O)C3CCCCC3)cccc2C1=O,0,2,-10,-0.1,1,-1,-7,2
C[C@H]1CCCCO[C@@H](CN(C)CC2CC2)[C@@H](C)CN([C@@H](C)CO)C(=O)c2cc(NS(=O)(=O)c3ccccc3)ccc2O1,1&-2,1&-1,35&35&30,-0.1&0.3,7&-1&2,2&-1&-13,8&11,1&0
COCC(=O)Nc1ccc2c(c1)OC[C@@H](C)N(Cc1ccncc1)C[C@H](C)[C@@H](OC)CN(C)C2=O,7,6,-4,-0.2,-1,-2,0,-3
O=C1COc2ccc(C(=O)COC(=O)c3ccc(F)cc3Cl)cc2N1,0,12,-6,0.3,-7,-1,-3,-4
O=c1c([N+](=O)[O-])cn(Cc2ccccc2)c(=O)n1Cc1ccccc1,-1,9,5,-0.2,4,-2,11,-4
Cc1cc(C)n(-c2ccc(C(=O)N3CCN(S(=O)(=O)c4ccc(Br)cc4Cl)CC3)cc2)n1,2,nt,-20,-0.1,-5,2,2,-4
COc1ccc(S(=O)(=O)N2C[C@H](O)COC[C@H]3O[C@H](CC(=O)N(C)C)CC[C@@H]32)cc1,-3,16,-18,0.0,0,0,-7,7
CCCCn1nnnc1C(CCSC)N1CCN(C/C=C/c2ccccc2)CC1 (centres undefined),-6,nt,-11,nt,-2,-1,10,0
C[C@@H]1CN([C@H](C)CO)S(=O)(=O)c2ccc(Br)cc2O[C@@H]1CN(C)Cc1cccnc1,0,0,10,-0.3,5,-2,4,5
CC(C)NC(=O)Nc1ccc2c(c1)C(=O)N([C@H](C)CO)C[C@H](C)[C@H](CN(C)S(=O)(=O)c1ccc(F)cc1)OCCCC[C@H](C)O2,5,-1,-31,0.4,1,0,-3,-2
CN1C(=O)c2cc(NS(=O)(=O)c3ccc(F)cc3)ccc2OC[C@@H]2O[C@@H](CC(=O)O)CC[C@@H]21,-4,-16,14,0.0,0,-2,-3,6
Fc1cccc(NC(=S)NCCCN2CCOCC2)c1,-1,-1,nt,nt,nt,nt,-5,-1
COc1ccc(OC)c(N(CC(=O)N2CCc3ccccc3C2)S(C)(=O)=O)c1,3,nt,-2,nt,-1,-2,2,2
C=CCn1c(N)cc(=O)nc1SCC(=O)Nc1ccc2ccccc2c1,-5,-4,nt,nt,nt,nt,6,1
COc1ccccc1NC(=O)N[C@@H]1CC[C@@H](CCNS(=O)(=O)c2ccccc2)O[C@H]1CO,2,0,7,-0.3,1,0,3,-6
